Rpn11 block: blocks the human proteasome subunit Rpn11; calls only at 20 µM; human 26S proteasome, Ub4-pepOG fluorescence polarization; 20S core pre-blocked with epoxomicin; AID 588493; 0.59% of 360,000 active;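 active = inhibition at 20 µM, scaled to each plate's controls, above about 33%, limit read from the data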
Neddylation inh: blocks human cullin neddylation; P61081+Q13564; TR-FRET cullin neddylation, biochemical; calls only at 25 µM; 0.58% of 360,000 active; in the data active = inhibition above about 36%
SUMO1-SIM PPI: modulators of human SUMO1-mediated protein-protein interactions; SUMO1 binding to a labelled peptide, TR-FRET, 1 h; P63165; AID 602429; inhibition, % at 20 µM; 0.33% of 360,000 active; in the data active = inhibition above about 37%
Target sequence (P63165 whole entry, looked up): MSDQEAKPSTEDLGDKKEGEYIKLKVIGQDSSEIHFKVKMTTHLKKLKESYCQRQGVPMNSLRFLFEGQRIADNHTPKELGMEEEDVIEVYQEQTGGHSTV
Rin1 Abl inh: inhibitors of human Rin1-Abl protein interaction; TR-FRET Rin1/Abl binding, biochemical; inhibition, % at 7.35 µM; 0.4% of 360,000 active; in the data active = inhibition above about 5%, passing the limit was not always enough
DNMT1 inh: DNMT1 (human) enzyme inhibition. AID 588458. 0.83% of 360,000 active. DNMT1 molecular beacon, Hinp1I cleavage, fluorescence. P26358. inhibition (reported as % activation of signal), % at 10 µM; in the data active = inhibition above about 50%
Scp1 inh: Scp-1 (human) phosphatase inhibition; inhibition, % at 20 µM; 0.88% of 340,000 active; Recombinant Scp1, phosphopeptide, malachite green phosphate absorbance;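 active = inhibition above about 50% at 20 µM, limit read from the data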;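 note: plate controls were DMSO wells with enzyme for no effect and wells lacking enzyme for full effect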
Target sequence (Q9GZU7 76-261 limits assumed): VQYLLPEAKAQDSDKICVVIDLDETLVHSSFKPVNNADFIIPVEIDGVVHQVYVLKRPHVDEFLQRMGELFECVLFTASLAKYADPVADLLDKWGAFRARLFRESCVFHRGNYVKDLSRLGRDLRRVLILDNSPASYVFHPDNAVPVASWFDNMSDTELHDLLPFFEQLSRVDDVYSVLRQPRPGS
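Test system: SCP-1 phosphatase catalytic domain, residues 76-261 | Compound dosing: One concentration, 20 µM, with 1.0% DMSO | Schedule: 45 min room-temperature reaction, 5 min colour, 30 min stabiliser | Detection: Absorbance at 630 nm | Read-out basis: % inhibition of SCP-1 phosphate liberation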
NadD block: inhibitors of Staphylococcus aureus NadD; purified NadD enzyme, colorimetric absorbance read-out; 0.78% of 360,000 active; inhibition, % at 20 µM; in the data active = inhibition above about 26%; note: some compounds past the cut are filed as inactive
LMPTP block: LMPTP (human) inhibition. P24666. recombinant LMPTP-A, OMFP fluorogenic substrate, fluorescence intensity. inhibition, % at 20 µM. 0.22% of 360,000 active. AID 651560;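 active = compounds that cut the enzyme signal by at least half of the control window in the single-dose screen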;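 note: plate controls were DMSO wells with enzyme plus substrate for no effect and substrate without enzyme for full effect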
Target sequence (P24666 whole entry, looked up): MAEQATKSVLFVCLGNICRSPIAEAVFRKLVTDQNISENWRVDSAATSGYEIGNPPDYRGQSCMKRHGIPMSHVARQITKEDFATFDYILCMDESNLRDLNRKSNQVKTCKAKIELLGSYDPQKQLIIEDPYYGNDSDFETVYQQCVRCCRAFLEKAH
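material = LMPTP-A | quantity = 0.625 nM enzyme | reagent = OMFP substrate, 400 µM final | buffer or medium = Bis-Tris pH 6.0, DTT, detergent | detection = endpoint fluorescence intensity from OMFP dephosphorylation | dosing = single 20 µM dose | read-out basis = % inhibition relative to no-enzyme and uninhibited control wells | control set = no-enzyme and uninhibited controls | timing = 50 min at room temperature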
STEP block: blocks human striatal-enriched tyrosine phosphatase. recombinant STEP, OMFP fluorogenic substrate, fluorescence. inhibition, % at 20 µM. AID 588621. 0.25% of 360,000 active;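 active = inhibition at 20 µM, scaled per plate between control wells, above about 37%, limit read from the data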;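 note: 0% = DMSO with enzyme and substrate and 100% = substrate only without enzyme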
Target sequence (P54829 whole entry, looked up): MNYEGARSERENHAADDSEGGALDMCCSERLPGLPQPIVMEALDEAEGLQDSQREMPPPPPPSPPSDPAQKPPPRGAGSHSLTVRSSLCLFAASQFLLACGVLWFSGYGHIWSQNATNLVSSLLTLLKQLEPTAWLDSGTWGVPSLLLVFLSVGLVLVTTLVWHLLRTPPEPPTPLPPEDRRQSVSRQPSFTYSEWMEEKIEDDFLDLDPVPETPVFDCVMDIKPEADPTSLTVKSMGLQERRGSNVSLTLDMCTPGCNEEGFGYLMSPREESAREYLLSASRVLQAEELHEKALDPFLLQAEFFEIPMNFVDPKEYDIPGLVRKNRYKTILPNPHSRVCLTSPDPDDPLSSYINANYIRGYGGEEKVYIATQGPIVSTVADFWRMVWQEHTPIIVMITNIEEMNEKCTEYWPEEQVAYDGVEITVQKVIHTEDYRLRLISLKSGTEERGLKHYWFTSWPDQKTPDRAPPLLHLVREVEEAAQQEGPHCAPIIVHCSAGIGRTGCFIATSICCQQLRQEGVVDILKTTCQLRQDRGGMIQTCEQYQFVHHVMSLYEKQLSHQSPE
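System: isolated STEP enzyme; schedule: 20 min enzyme reaction at room temperature, protected from light; medium: Bis-Tris buffer pH 6.0, 2.5 mM DTT, 0.005% Tween 20; signal: fluorescence, 480/540 nm; dosing: single compound dose of 20 µM, 1% DMSO final; also added: OMFP substrate, 25 µM final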
CSN deneddyl inh: blocks human CSN-mediated cullin deneddylation | Q92905 | Purified CSN, SCF-Nedd8-OG deneddylation, fluorescence polarization | inhibition, % at 12.5 µM | 0.38% of 360,000 active;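 active = pattern-corrected inhibition above about 35%, with an unprinted fluorescence ratio check between 0.5 and 1.5, limit read from the data, passing the limit was not always enough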;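 note: 0% = enzyme with substrate and 100% = substrate without enzyme; some results filed as inactive read as strong as hits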
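Assay system: Purified human Csn5 enzyme expressed in HEK293T cells | Amount: Enzyme 0.24 nM | Measured by: Fluorescence polarization readout | Medium: Tris/NaCl/DTT buffer, pH 7.5 | Compound dosing: One concentration, 12.5 µM, 0.25% DMSO | Times: 90 min incubation of compound, enzyme and substrate at room temperature | Control set: no-enzyme wells high, enzyme-with-substrate wells low | Read-out: % inhibition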
Starred values were filed as active, the others as inactive; i = inactive; / = no result given; + = active, no number.

Molecule	Rpn11 block	Neddylation inh	SUMO1-SIM PPI	Rin1 Abl inh	DNMT1 inh	Scp1 inh	NadD block	LMPTP block	STEP block	CSN deneddyl inh
c1ccc2c(CCNCc3ccc4c(c3)OCO4)c[nH]c2c1	i	i	-1	-3	-1	-2	-6	-1.4	-3	6
COc1ccc(C(=O)OC2CC3CCC(C2)[N+]3(C)[O-])cc1OC (centres undefined)	i	i	0	-4	1	-4	-4	-3.4	-2	1
Cc1ccccc1-n1c(/C=C/c2ccccn2)nc2ccccc2c1=O	i	i	-7	0	1	-11	5	-1.4	-2	0
CC(=O)O[C@]1(c2ccccc2)CCN(C)[C@H]2CCCC[C@@H]21	i	i	1	1	-1	-8	0	-0.6	2	-1
O=c1[nH]c(=S)n(CCC2=CCCCC2)c(O)c1C=NC1CCN(Cc2ccccc2)CC1	i	i	-4	6	-9	-9	10	0.8	2	1
C[C@@H]1CN([C@H](C)CO)C(=O)CCCn2cc(nn2)CO[C@H]1CN(C)C(=O)Oc1cccc2ccccc12	i	i	3	-1	1	/	2	-0.7	-1	-3
COc1ccc(S(=O)(=O)N2Cc3cnnn3-c3ccccc3C2C#N)cc1 (centres undefined)	i	i	1	5	-14	-4	-4	0.0	3	-2
COc1ccc(C(CNC(=O)Cc2ccc(Cl)c(Cl)c2)N(C)C)cc1 (centres undefined)	i	i	2	3	-5	-9	-8	0.7	2	2
CN1CCN(CC(=O)Nc2ccc([N+](=O)[O-])cc2C(=O)c2ccccc2)CC1	i	i	-22	-2	0	-10	-2	-0.4	2	0
CCCCSC1=NN1c1nc(N)nc(C)c1CC	i	i	18	0	-2	-7	1	-1.2	-3	0
O=c1c2ccccc2nc(CNCC2CCCO2)n1-c1ccc(F)cc1 (centres undefined)	i	i	-1	1	-1	-8	-1	0.8	-5	-7
COc1nc(C)nc(NC(=O)NS(=O)(=O)c2ccccc2Cl)n1	i	i	-4	-1	16	-6	-2	-0.7	-1	-5
CSc1nnc(OC(=O)N(C)C)n1-c1ccc(Cl)cc1	i	i	1	-2	1	-11	0	-1.3	1	2
CSc1ccccc1NP1(=O)OCC(C)([N+](=O)[O-])CO1 (centres undefined)	i	i	2	7	-3	5	-2	-3.3	-2	2
O=P(N1CCCCCC1)(N1CCCCCC1)N1CC1	i	i	6	4	-4	0	-1	-0.3	-1	-2
CC12CCCCC1N(O)CN2O (centres undefined)	i	i	0	-3	-2	-13	-1	-1.8	-4	5

Copied from the list.
Reading for `CC12CCCCC1N(O)CN2O` (centres undefined) in CSN deneddyl inh: 5
Reading for `CN1CCN(CC(=O)Nc2ccc([N+](=O)[O-])cc2C(=O)c2ccccc2)CC1` in STEP block: 2
Reading for `COc1nc(C)nc(NC(=O)NS(=O)(=O)c2ccccc2Cl)n1` in Scp1 inh: -6
Reading for `O=c1c2ccccc2nc(CNCC2CCCO2)n1-c1ccc(F)cc1` (centres undefined) in CSN deneddyl inh: -7

(cont.)
Molecule	Rpn11 block	Neddylation inh	SUMO1-SIM PPI	Rin1 Abl inh	DNMT1 inh	Scp1 inh	NadD block	LMPTP block	STEP block	CSN deneddyl inh
OC1C2CN3CN(C2)CC1(c1ccccc1)C3 (centres undefined)	i	i	0	-1	1	-5	-3	-1.4	0	-2
COc1ccc(-c2cc(=NCCC(=O)O)c3cc(C)ccc3o2)cc1	i	i	-5	-6	1	0	5	-1.4	2	-9
O=C1NC(=O)N(c2ccccc2F)C(=O)/C1=C/c1ccc(Sc2nc3ccccc3[nH]2)o1	+	i	26	0	30	9	45*	7.9	2	29
CC1CCSP(=O)(Oc2ccccc2)O1 (centres undefined)	i	i	0	-2	1	-8	-4	-0.6	2	6
CC(CC(C#N)(c1ccccc1)c1ccccc1)N(C)C (centres undefined)	i	i	-6	3	-2	-3	-5	-1.2	0	-7
N#CCCn1cc(C(=O)Nc2ccc([N+](=O)[O-])cc2)c(-c2ccccc2)n1	i	i	-34	1	-1	-12	-9	3.9	-1	1
N#CC1c2ccccc2-n2nncc2CN1C(=O)CCc1ccccc1 (centres undefined)	i	i	5	0	3	-8	0	-1.7	1	5
CC(C)OS(C)(=O)=O	i	i	1	-3	0	-9	6	-0.4	-1	-4
O=C(COC(=O)Cc1ccccc1)Nc1cc(S(=O)(=O)N2CCOCC2)ccc1N1CCCC1	i	i	-5	1	-4	0	-1	-2.0	-4	-13
C#CCN(C)[C@H](C)Cc1ccccc1	i	i	0	-1	0	-12	6	-1.1	-3	-1
C[C@H]1[C@H](OC(=O)CCC(=O)NCc2ccc(C(=O)O)cc2)O[C@@H]2O[C@@]3(C)CC[C@H]4[C@H](C)CC[C@@H]1C24OO3	i	i	8	0	0	4	1	-0.5	-1	-1
N#Cc1cc(F)c(N2CCNCC2)cc1Cl	i	i	-5	4	3	-7	-1	-0.9	-2	4
Fc1ccccc1N1CCN(Cc2ccc3c(c2)OCO3)CC1	i	i	2	-5	0	-2	7	-1.5	-8	-1
CCN(CC)P(=O)(c1n(CC)cc[n+]1CC)N(CC)CC	i	i	3	1	2	103*	19	2.7	-3	-5
Cn1c(=O)n(C)c2cc([N+](=O)[O-])c(N3CCNCC3)cc21	i	i	3	-5	0	2	0	0.8	4	-2
CN1CCN(c2ccc([N+](=O)[O-])c(N)c2)CC1	i	i	-24	-9	-3	-4	-2	-0.9	6	4
CC1CN2c3ccc([N+](=O)[O-])cc3CC3(C(=O)N(C)C(=O)N(C)C3=O)C2C(C)O1 (centres undefined)	i	i	-29	-5	2	-8	-12	-0.1	0	5
COCCNC(=O)c1ccc(N2CC3CC(C2)c2cccc(=O)n2C3)c([N+](=O)[O-])c1 (centres undefined)	i	i	-22	-4	-1	-7	-3	0.9	2	-3
COc1ccc(CCNCc2c(OC)ccc3ccccc23)cc1	i	i	0	-2	-1	-2	-8	-1.3	1	1
CCCCCC(=O)N[C@@H](c1ccccc1)[C@@H](O)C(=O)O[C@H]1C[C@@]2(O)[C@@H](OC(=O)c3ccccc3)C3[C@](C)(C(=O)[C@H](O)C(=C1C)C2(C)C)[C@@H](OC1OCC(O)C(O)C1O)C[C@H]1OC[C@@]31OC(C)=O (some centres undefined)	i	i	25	6	-1	-13	-3	-0.3	-1	3
O=c1cccc2n1CC1CC2CN(CC(O)CN2CC3CC(C2)c2cccc(=O)n2C3)C1 (centres undefined)	i	i	0	5	1	-2	-3	-0.7	0	-2
O=c1[nH]c(=O)n(-c2ccc(F)cc2)c(O)c1/C=C1\C=Nc2ccccc21	i	i	-15	-4	-6	-2	-3	-1.9	-28	8
CC(C(=O)c1cn(C)c2ccccc12)c1ccccc1 (centres undefined)	i	i	-1	0	-4	-16	-7	1.1	4	0
COc1ccc2c(c1)c(C(=O)CN1CCC3(CC1)OCCO3)c(C)n2Cc1ccccc1	i	i	1	-1	-3	-2	-5	4.5	-2	-1

Given field by field: part of the list above
> CC(=O)O[C@]1(c2ccccc2)CCN(C)[C@H]2CCCC[C@@H]21
  Rpn11 block: i; Neddylation inh: i; SUMO1-SIM PPI: 1; Rin1 Abl inh: 1; DNMT1 inh: -1; Scp1 inh: -8; NadD block: 0; LMPTP block: -0.6; STEP block: 2; CSN deneddyl inh: -1
> CSc1ccccc1NP1(=O)OCC(C)([N+](=O)[O-])CO1 (centres undefined)
  Rpn11 block: i; Neddylation inh: i; SUMO1-SIM PPI: 2; Rin1 Abl inh: 7; DNMT1 inh: -3; Scp1 inh: 5; NadD block: -2; LMPTP block: -3.3; STEP block: -2; CSN deneddyl inh: 2

Continuation:
Molecule	Rpn11 block	Neddylation inh	SUMO1-SIM PPI	Rin1 Abl inh	DNMT1 inh	Scp1 inh	NadD block	LMPTP block	STEP block	CSN deneddyl inh
CN=C1CN(O)C(c2ccccc2)=c2cc(Cl)ccc2=N1	i	i	-4	-3	0	-11	-4	-2.0	-2	0
Cc1ccsc1C(=O)C1CCCN(Cc2ccn[nH]2)C1 (centres undefined)	i	i	4	-2	-1	-2	-5	-1.0	-2	-6
CCC(C)C1N=C(c2ccccc2)c2cc(Cl)ccc2N(CC(=O)NCc2ccco2)C1=O (centres undefined)	i	i	-7	1	14	-3	4	1.1	2	2
CN1C(=O)C(=Cc2ccc(N3CCCCC3)o2)C(=O)N(C)C1=S	/	i	-141	-20	6	-5	-4	12	9	144
Cc1cc(=O)oc2c(C)c(OCC(=O)N3CCN(Cc4ccc5c(c4)OCO5)CC3)ccc12	i	i	3	3	0	-2	1	-0.5	-2	5
O=C(c1ccc2c(c1)OCO2)N1CCC2(CC1)OCCO2	i	i	0	1	1	0	-3	-1.7	-1	-4
CCOc1ccc(Cc2c(O)[nH]c(=O)[nH]c2=O)cc1	i	i	1	7	-16	-7	0	2.1	-6	-4
NC(=O)CSc1nnc([C@@H](N)Cc2c[nH]c3ccccc23)o1	/	i	-1	-1	0	-12	2	-0.5	-1	7
COC(=O)C1=C(c2cccc(C#N)c2)C[C@@H]2CC[C@H]1N2C(=O)NC(C)C	i	i	3	0	14	-2	-3	-1.6	2	0
O=C(C(=O)N1CCOCC1)c1cn(Cc2ccccc2)c2ccccc12	i	i	-2	0	2	-14	-8	-1.4	0	-4
O=S1(=O)N(Cc2ccc(F)cc2)CCCN1Cc1ccccc1Cl	i	i	3	-3	4	-12	0	2.7	2	-4
O=C(Nc1cccc2ccccc12)N1Cc2ccccc2-n2nncc2C1	i	i	-7	-2	0	/	-6	-1.0	-2	-1
Cc1ccccc1O	i	i	3	1	0	-4	-1	-1.6	2	5
O=C(NCC1=C(c2ccc3ccccc3c2)C[C@@H]2CC[C@H]1N2Cc1ccco1)c1ccncc1	i	i	-10	-3	-4	/	3	0.4	-1	1
CCCC[n+]1cc(=N)o[n-]1	i	i	-4	-3	1	-15	-5	-1.8	-1	3
CCc1nnc(NC(=O)CCc2nc(C3=CCN(C)CC3)no2)s1	i	i	-16	63*	0	-15	-7	-1.7	-4	-7
O=c1[nH]c2ccccc2n1C1CCN(C(c2cccs2)c2nnnn2-c2ccc3c(c2)OCCO3)CC1 (centres undefined)	i	i	10	7	-19	/	16	3.1	-1	2
CCn1cc(/C=c2/sc3n(c2=O)C2c4ccccc4OC(C)(N=3)C2C(=O)OC)c(C)n1 (centres undefined)	i	i	-12	-1	3	6	-6	1.3	-1	-6
O=C1N(c2nncs2)CCN1[N+](=O)[O-]	i	i	2	-1	6	-1	-10	-1.7	3	-3
C[C@]12CC[C@@H](O)CC1=CC(=O)C1C2CC[C@]2(C)C(=O)[C@H](O)CC12 (some centres undefined)	i	i	-5	-2	4	/	2	0.8	1	3
CCOP(=O)(OCC)c1cccc(O)c1	i	i	-2	1	-3	-7	0	0.1	0	5
CCS(=O)(=O)NCc1nnc2n1-c1ccc(Cl)cc1C(c1ccccc1)=NC2	i	i	-3	-4	1	-2	4	-2.2	1	-1
O=C(Nc1ccc(Cl)cc1C(=O)c1ccccc1)c1ccc(Br)o1	i	i	1	-5	-1	-9	-10	2.6	1	9
CC(=O)C1C2c3ccccc3OC1(C)N=c1s/c(=C/c3cn(C)nc3C)c(=O)n12 (centres undefined)	i	i	-17	2	1	-3	1	0.9	-2	1

From PubChem

This is a subset (hit frequency here may not be typical).
